KCNH2 3.1 inh: blocks the human KCNH2 3.1 channel isoform | U2OS KCNH2 3.1, thallium flux FluxOr; active compounds read low | activity change, % (tested at about 1.8 µM) | 340,000 tested, 0.95% active | AID 720553;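 active = maximum activity change below -70%; inconclusive = maximum activity change from -70% to -50%; inactive = maximum activity change above -50%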;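 note: thallium influx rate constant from kinetic fluorescence after stimulation buffer; % is set by controls: 0 for no effect and ±100 for the full control effect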
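Normalized rate constant (relative to positive and negative DMSO controls) derived from a 2 min kinetic fluorescence read after stimulation; U2OS cells expressing the 3.1 isoform via virus at 1.77 x 10^8 /mL.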
MBNL1-CUG inh: inhibitors of human MBNL1 binding to CUG repeat RNA. Q9NR56. TR-FRET MBNL1-His/biotin-(CUG)12 binding, 665/545 ratio. Potency, µM (series often up to 57.5 µM), inactives show at the top dose activity change, negative = inhibition, most hits filed as inhibitors. 280,000 tested, 0.036% active. AID 2675; active = well fitted inhibition curve with a large enough effect in the signal ratio, with a control signal flat, not every such curve was filed as active; inconclusive = small, poorly fitted or top-dose-only effect, or effect the other way, or a change in a side signal; inactive = no such curve, though single readings can be large or run the other way; the % refers to the signal ratio; note: potency is the fitted concentration of half-maximal effect; % is set by controls: 0 for no effect and ±100 for the full control effect
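Inhibition of protein-RNA binding appears as loss of TR-FRET between terbium anti-His antibody on MBNL1-His and streptavidin-XL665 on biotin-(CUG)12. Activity is normalized to buffer-only and uninhibited-complex controls.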
Gal4-VP16 FLuc: inhibits Gal4-VP16 luciferase reporter, ROR gamma counter-screen. Potency, µM (series often up to 53.6 µM), for inactives: top-dose activity, negative = inhibition, most hits filed as inhibitors. Drosophila S2 Gal4-VP16 UAS-luciferase, luminescence, 20 h. AID 2546. 310,000 tested, 3.5% active;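 note: Gal4-VP16 expression switched on by copper sulfate through the metallothionein promoter; potency is the fitted concentration of half-maximal effect; % is set by controls: 0 for no effect and ±100 for the full control effect; nearly all actives have a fitted effect of over 50% in size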
Menin-MLL TR inh: menin-MLL binding inhibition, Texas Red mutant peptide; O00255; Menin + Texas Red MLL mutant peptide, fluorescence polarization; Potency, µM (top dose mostly 61.6 µM), without a hit: at the highest dose FP activity change, negative = inhibition, most hits filed as inhibitors; 270,000 tested, 0.23% active; active = well fitted inhibition curve with a large enough effect in the polarisation, with a control signal flat, not every such curve was filed as active; inconclusive = small, poorly fitted or top-dose-only effect, or effect the other way, or a change in a side signal; inactive = no such curve, though single readings can be large or run the other way; the % refers to the polarisation; note: potency is the fitted concentration of half-maximal effect; % of control where 0% means no effect; many of its hits are not listed in these tables
Target sequence (O00255 whole entry, looked up): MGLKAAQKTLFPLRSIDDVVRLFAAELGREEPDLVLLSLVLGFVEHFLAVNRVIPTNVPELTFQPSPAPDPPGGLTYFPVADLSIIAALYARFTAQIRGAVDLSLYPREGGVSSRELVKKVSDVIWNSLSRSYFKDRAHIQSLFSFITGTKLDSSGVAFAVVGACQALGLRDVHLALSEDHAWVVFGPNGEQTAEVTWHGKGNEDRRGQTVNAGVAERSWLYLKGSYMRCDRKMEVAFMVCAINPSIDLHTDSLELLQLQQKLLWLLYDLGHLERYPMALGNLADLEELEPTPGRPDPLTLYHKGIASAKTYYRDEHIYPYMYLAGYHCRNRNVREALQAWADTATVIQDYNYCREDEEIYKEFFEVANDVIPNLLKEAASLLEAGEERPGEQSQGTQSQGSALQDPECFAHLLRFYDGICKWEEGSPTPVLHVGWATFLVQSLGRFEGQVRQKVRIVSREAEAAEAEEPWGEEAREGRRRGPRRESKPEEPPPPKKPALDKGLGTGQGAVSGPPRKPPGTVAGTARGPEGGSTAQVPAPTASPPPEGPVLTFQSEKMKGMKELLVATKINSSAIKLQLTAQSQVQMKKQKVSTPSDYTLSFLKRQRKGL
ELG1 repair inh: inhibitors of ELG1-dependent DNA repair in HEK293T cells; 330,000 tested, 2.3% active; AID 504467; Potency, µM (top dose mostly 46.1 µM), for inactives: at the highest dose activity change, negative = inhibition, actives largely listed as inhibitors; HEK293T ELG1-luciferase reporter, luminescence, 16 h; DNA damage induced by 5-fluorouridine; note: potency is the fitted concentration of half-maximal effect; % is set by controls: 0 for no effect and ±100 for the full control effect; nearly all actives have a fitted effect of over 55% in size
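In this reporter screen, reduction of luminescence relative to DMSO vehicle indicated activity. Compounds and 5-fluorouridine were added together to 2,000 cells per well, incubated for 16 hr at 37 °C, then developed with ONE-Glo.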
Rab9 promoter act: activators of Rab9 promoter. Potency, µM (titrated, usually from 9.22 µM), without a hit: top-dose activation, negative = inhibition, actives largely listed as activators. 320,000 tested, 2.8% active. Huh7 Rab9 promoter-luciferase reporter, luminescence, 24 h. AID 485297; note: potency is the fitted concentration of half-maximal effect; % of control where 0% means no effect; nearly all actives have a fitted effect of over 60% in size
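Luminescence from Amplite-detected luciferase (10 minutes, ambient) reports Rab9 promoter activation. Before that, stable Rab9-luciferase Huh7 cells (1500/well, reduced-serum OP-MEM I plus 10% FBS) were exposed to compound for 24 hours at 37C.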
NPC1 promoter act: activators of NPC1 promoter; 320,000 tested, 2.4% active; AID 485313; Potency, µM (doses to about 9.22 µM), for the others: top-dose activation, actives largely listed as activators; Huh7 NPC1 promoter luciferase reporter, 24 h;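 note: potency is the fitted concentration of half-maximal effect; % of control where 0% means no effect; nearly all actives have a fitted effect of over 60% in size; reporter is driven by a mutant NPC1 promoter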
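In 1536-well qHTS, Huh7 cells harboring an NPC1 promoter–luciferase construct received compound for 24 h; activation was quantified by luminescence following luciferase reagent addition.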
FLuc counter: firefly luciferase modulation, counter-screen for miR-21 project; P08659; purified FLuc, Km substrates, luminescence inhibition; Potency, µM (highest dose often 57.5 µM), inactives show at the highest dose activity change, negative = inhibition, usual class: inhibitors; AID 588342; 360,000 tested, 6.9% active;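 note: potency is the fitted concentration of half-maximal effect; plate controls were vehicle for no effect and reference inhibitor for full effect; nearly all actives have a fitted effect of over 55% in size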
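Purified P. pyralis luciferase, 10 nM final, with Km-level 10 uM D-luciferin and 10 uM ATP in 50 mM Tris acetate pH 7.5, 10 mM Mg acetate, 0.01% Tween-20, 0.05% BSA; 6-point qHTS titration about 60 µM downward; luminescence read.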
Mito fusion act: mitochondrial division inhibition or fusion activation. S. cerevisiae fusion-defective mutant growth rescue, CellTiterGlo 48 h. Potency, µM (titrated, usually from 46.1 µM), without a hit: at the top dose growth rescue (activation), actives largely listed as activators. 320,000 tested, 0.23% active;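 note: potency is the fitted concentration of half-maximal effect; % of control where 0% means no effect; nearly all actives have a fitted effect of over 45% in size; temperature-sensitive fusion mutants such as fzo1-1 at 37 °C on non-fermentable ethanol glycerol medium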
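S. cerevisiae fusion-defective temperature-sensitive mutants (e.g. fzo1-1, mgm1-5) grown 48 h at 37C in YPEG (ethanol/glycerol non-fermentable) medium with 23 nl compound per well; growth rescue read as CellTiterGlo luminescence.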
RORg inh: inhibitors of mouse ROR gamma transcriptional activity | 310,000 tested, 5.4% active | Potency, µM (highest dose often 53.6 µM), without a hit: top-dose activity change, negative = inhibition, most hits filed as inhibitors | P51450 | AID 2551 | Drosophila S2 Gal4-RORgamma UAS-luciferase reporter, 20 h; note: potency is the fitted concentration of half-maximal effect; % is set by controls: 0 for no effect and ±100 for the full control effect; nearly all actives have a fitted effect of over 60% in size
Target sequence (P51450 whole entry, looked up, the tested form may be a part): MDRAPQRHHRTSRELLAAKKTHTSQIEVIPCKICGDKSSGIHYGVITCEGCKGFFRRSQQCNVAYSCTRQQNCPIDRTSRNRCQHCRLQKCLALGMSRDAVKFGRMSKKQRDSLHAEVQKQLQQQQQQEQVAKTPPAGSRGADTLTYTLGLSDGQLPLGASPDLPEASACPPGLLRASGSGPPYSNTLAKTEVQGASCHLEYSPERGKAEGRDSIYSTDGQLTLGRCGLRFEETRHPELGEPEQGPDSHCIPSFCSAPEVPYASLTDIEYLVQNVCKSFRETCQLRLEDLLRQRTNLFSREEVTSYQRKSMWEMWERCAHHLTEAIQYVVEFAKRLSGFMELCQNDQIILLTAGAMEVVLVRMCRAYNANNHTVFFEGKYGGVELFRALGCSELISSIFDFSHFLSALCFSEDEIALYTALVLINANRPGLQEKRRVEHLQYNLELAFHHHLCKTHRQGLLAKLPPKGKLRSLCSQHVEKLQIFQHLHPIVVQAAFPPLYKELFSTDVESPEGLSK
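Drosophila S2 cells stably expressing Gal4-DBD/mouse RORγ fusion under metallothionein promoter plus UAS-luciferase; compound 1 h, then 700 uM CuSO4 induction for 20 h at ambient temperature; inhibition read as reduced luminescence.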
PKM2 activator: PKM2 (human) enzyme activation; purified PKM2, Kinase-Glo ATP luminescence, activation; response scale: 0% is enzyme alone, no compound; P14618; Potency, µM (titrated, usually from 57.5 µM), for inactives: at the top dose activation, hits mostly activators; AID 1631; 260,000 tested, 0.34% active; note: potency is the fitted concentration of half-maximal effect; % is set by controls: 0 for no effect and ±100 for the full control effect; nearly all actives have a fitted effect of over 55% in size
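ATP formation by purified human PK-M2, quantified via coupled luciferase luminescence after 1 h at room temperature with 0.1 mM ADP and 0.5 mM PEP final.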
The depositor's hits bear a star; ? = inconclusive; nt = not tested or not shown; [ ] = dose if it differs, or a comment. Unless noted, calls come from the whole dose curve; as a rule, active = well fitted curve in the direction sought with a large enough effect; inconclusive = small, poorly fitted or top-dose-only effect, or another doubt; inactive = no such curve, though single readings can be large; an effect the other way counts as inactive or inconclusive. Only part of the results is shown; count on the stated rates, not on these rows.

cpd	molecule	KCNH2 3.1 inh	MBNL1-CUG inh	Gal4-VP16 FLuc	Menin-MLL TR inh	ELG1 repair inh	Rab9 promoter act	NPC1 promoter act	FLuc counter	Mito fusion act	RORg inh	PKM2 activator
1	Cc1cccc(C(=O)NC2CC3CCCC(C2)N3C(=O)Nc2ccccc2)c1 (stereo not given)	-2	4%	2%	5%	-26%	-4%	2%	1%	-7%	-10%	nt
2	COc1ccc(-c2csc(-c3ccc(O)cc3)n2)cc1	-16	12%	1%	nt	?	2%	-21%	9.5µM*	19%	1%	13%
3	O=C(O)c1cccc(-n2c(/C=C/c3ccccc3)nc3ccccc3c2=O)c1	-6	?	13%	-25%	15%	1%	-6%	?	-3%	0%	nt
4	O=C(Nc1cc(Cl)ccc1Cl)C1Cc2ccccc2O/C1=N\O (stereo not given)	0	0%	-12%	9%	1%	4%	5%	0%	2%	-9%	nt
5	COc1ccc(N(CC(=O)Nc2ccc3c(c2)OCO3)S(=O)(=O)c2ccccc2)cc1	14	-7%	-8%	36%[activator]	-23%	-3%	-3%	8%	3%	17%	-4%
6	CN1CCN(Cc2nc3ccccc3c(=O)n2Cc2nc(-c3ccccc3F)cs2)CC1	-35	6%	-1%	3%	16µM*	0%	2%	?	-2%	31%	6%
7	COc1cccc(-c2nnc3sc(-c4ccc(C)cc4)nn23)c1	nt	-5%	-3%	-10%	0%	3%	-3%	-3%	-2%	-5%	-7%
8	COc1ccc2[nH]c3c(N4CCC(O)(c5cccc(C(F)(F)F)c5)CC4)ncnc3c2c1	-16	6%	?	?	?	4%	-8%	-20%	0%	-8%	5%
9	CCOC(=O)c1c(CSC(=N)N)n(C)c2cc(Br)c(OC(C)=O)cc12	-2	-6%	-9%	nt	18%	-1%	-2%	4%	-4%	-26%	16µM*
10	CC(=O)N1c2ccc(S(=O)(=O)N(C)CC(=O)NC(C)c3ccccc3)cc2CC1C (stereo not given)	-28	-1%	1%	1%	2%	0%	-5%	3%	-7%	-1%	5%[0.46 µM]
11	CCCCCC(=O)N/N=C/c1ccc(N(C)C)cc1	6	7%	?	-8%	?	?	?	12µM*	-7%	31%	2%
12	CCCCC(=O)NC(=S)Nc1cccc(C(=O)O)c1	-4	1%	1%	1%	?	20%	28%	24µM*	-8%	-22%	1%
13	CCOC(=O)C1CCCN(C(=O)C2CCN(S(=O)(=O)c3cnc[nH]3)CC2)C1 (stereo not given)	14	3%	13%	-1%	-3%	1%	-1%	0%	-6%	-22%	6%
14	O=C(O)CC/C(=C\c1ccc(Cl)c([N+](=O)[O-])c1)c1nc2ccccc2s1	12	?	-23%	?	-15%	-11%	-5%	8%	14%	?	-1%
15	CCC(=O)Nc1cccc(C2=NOC3(C2)C[C@H](C(N)=O)N(C(=O)Cc2ccc([N+](=O)[O-])cc2)C3)c1 (stereo not given in full)	-2	?	-3%	nt	5%	-3%	-2%	-1%	2%	0%	-1%
16	S=C1NCCOCCOCCOCCOCCN1	2	-4%	11%	9%	-1%	-6%	3%	1%	0%	-14%	-1%
17	CCC(C)NC(=O)CSc1nc2cc3c(cc2c(=O)n1Cc1ccco1)OCO3 (stereo not given)	-12	-10%	8%	5%	?	-5%	-4%	-1%	-7%	1%	-3%
18	CCOC(=O)c1c(NC(=S)Nc2ccc(OC)cc2)sc2c1CCCCC2	15	6%	?	5%	23%	-3%	0%	-2%	-1%	?	-3%
19	O=C(NN1C(=O)/C(=C\c2cccnc2)SC1=S)c1ccco1	-14	?	?	4%	3%	0%	-9%	-17%	6%	?	0%
20	Cc1ccc(-c2csc(NC(=O)c3c(C)noc3C)n2)cc1	-7	nt	nt	nt	-14%	12%	13%	nt	5%	nt	nt
21	COc1ccc(NC(=O)CSc2nnc(-c3cccnc3)o2)c(OC)c1	-1	nt	nt	nt	10%	5%	8%	-2%	-2%	nt	nt
22	COc1cc(C(=O)NC2CC(C)(C)NC(C)(C)C2)cc(OC)c1OC	12	5%	4%	39%[activator]	8%	-4%	-2%	-1%	2%	0%	?
23	O=C(Nc1ccc2ccccc2c1)c1ccc(Br)o1	9	12%	-9%	nt	?	3.5µM*	3.5µM*	5.4µM*	2%	?	-2%
24	Cc1nnc(-c2cnn(C)c2N)n1CCCN(C)C	24	-5%	-6%	7%	4%	-22%	-5%	-1%	-9%	-8%	-1%
25	Cc1nc(-c2ccc(NC(=O)Cc3ccccc3)cc2)cs1	2	-2%	-7%	?	?	?	?	8.5µM*	?	13%	nt
26	COc1cc(C)c(Cl)cc1S(=O)(=O)n1ccnc1C	-9	-14%	8%	-2%	13%	0%	4%	-3%	16%	-9%	-2%
27	Cc1ccc(OCCCOc2cccc3cccnc23)cc1C	-4	-4%	?	-9%	?	9%	-3%	?	2%	14µM*	2%
28	O=C(/C(=C(\[O-])c1ccccc1)[n+]1ccc2ccccc2c1)c1ccc([N+](=O)[O-])cc1	3	?	-19%	10%	16%	6%	-1%	-9%	3%	40%	-24%
29	Cc1ccc([C@@H]2CC=C(C(=O)O)[C@H](c3cccc(Cl)c3)N2S(=O)(=O)c2ccc(C)cc2)cc1	-84*	nt	nt	nt	11%	0%	-2%	0%	9%	nt	nt
30	CCc1ccc(-c2cc(C)no2)cc1S(=O)(=O)N1CCOc2ccccc21	-8	0%	-1%	nt	?	-1%	-13%	0%	-7%	-7%	nt
31	CCOC(=O)c1c(C)[nH]c(C2=NNC(=Nc3ccc(OCC)cc3)SC2)c1C	-13	11%	?	5%	?	-7%	1%	?	5%	?	7%
32	CCc1ccc(N2CCN(CCNC(=O)Nc3ccc(OC)cc3)CC2)cc1	-94*	11%	1%	11%	-20%	-11%	9%	-9%	-12%	6%	1%
33	Cc1c(C(=O)N2CCCC(C)C2)sc2ncnc(N3CCCCC3C)c12 (stereo not given)	nt	19%	-3%	?	?	5%	0%	-4%	3%	18%	-16%
34	COc1ccccc1C(=O)NC(=O)COC(=O)C1CCC1	-24	nt	nt	nt	5%	0%	-3%	8.5µM*	4%	nt	nt
35	O=C1CC(Sc2nnc(-c3ccccc3)o2)C(=O)N1c1ccccc1 (stereo not given)	3	19%	4µM*	3%	?	3%	0%	-9%	3%	1.3µM*	-10%

Some of the entries so far, with each value named:
#33 Cc1c(C(=O)N2CCCC(C)C2)sc2ncnc(N3CCCCC3C)c12 (stereo not given)
  KCNH2 3.1 inh: nt
  MBNL1-CUG inh: 19%
  Gal4-VP16 FLuc: -3%
  Menin-MLL TR inh: ?
  ELG1 repair inh: ?
  Rab9 promoter act: 5%
  NPC1 promoter act: 0%
  FLuc counter: -4%
  Mito fusion act: 3%
  RORg inh: 18%
  PKM2 activator: -16%

#31 CCOC(=O)c1c(C)[nH]c(C2=NNC(=Nc3ccc(OCC)cc3)SC2)c1C
  KCNH2 3.1 inh: -13
  MBNL1-CUG inh: 11%
  Gal4-VP16 FLuc: ?
  Menin-MLL TR inh: 5%
  ELG1 repair inh: ?
  Rab9 promoter act: -7%
  NPC1 promoter act: 1%
  FLuc counter: ?
  Mito fusion act: 5%
  RORg inh: ?
  PKM2 activator: 7%

#34 COc1ccccc1C(=O)NC(=O)COC(=O)C1CCC1
  KCNH2 3.1 inh: -24
  MBNL1-CUG inh: nt
  Gal4-VP16 FLuc: nt
  Menin-MLL TR inh: nt
  ELG1 repair inh: 5%
  Rab9 promoter act: 0%
  NPC1 promoter act: -3%
  FLuc counter: 8.5µM*
  Mito fusion act: 4%
  RORg inh: nt
  PKM2 activator: nt

#35 O=C1CC(Sc2nnc(-c3ccccc3)o2)C(=O)N1c1ccccc1 (stereo not given)
  KCNH2 3.1 inh: 3
  MBNL1-CUG inh: 19%
  Gal4-VP16 FLuc: 4µM*
  Menin-MLL TR inh: 3%
  ELG1 repair inh: ?
  Rab9 promoter act: 3%
  NPC1 promoter act: 0%
  FLuc counter: -9%
  Mito fusion act: 3%
  RORg inh: 1.3µM*
  PKM2 activator: -10%

High-throughput results (PubChem)
